DDE Tn6 FP inh – inhibitors of Tn6 peptide binding to fibrin DD(E), primary screen, biochemical, fluorescence polarization, human fibrin, Tn6 probe; Fibrinogen beta chain (Homo sapiens), P02675; 370,000 tested, 0.21% active; inhibition, % at 8.3 µM; AID 720509, 2013; Fibrin DD(E) TRITC-Tn6 fluorescence polarization displacement;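 active = inhibition above a per-campaign cutoff: mean of compounds within control limits plus 3 SD, cut at about 15% in these data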;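 also: 0% = median of all compound wells on the plate and 100% = blocking peptide control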
Target sequence (P02675 whole entry, looked up): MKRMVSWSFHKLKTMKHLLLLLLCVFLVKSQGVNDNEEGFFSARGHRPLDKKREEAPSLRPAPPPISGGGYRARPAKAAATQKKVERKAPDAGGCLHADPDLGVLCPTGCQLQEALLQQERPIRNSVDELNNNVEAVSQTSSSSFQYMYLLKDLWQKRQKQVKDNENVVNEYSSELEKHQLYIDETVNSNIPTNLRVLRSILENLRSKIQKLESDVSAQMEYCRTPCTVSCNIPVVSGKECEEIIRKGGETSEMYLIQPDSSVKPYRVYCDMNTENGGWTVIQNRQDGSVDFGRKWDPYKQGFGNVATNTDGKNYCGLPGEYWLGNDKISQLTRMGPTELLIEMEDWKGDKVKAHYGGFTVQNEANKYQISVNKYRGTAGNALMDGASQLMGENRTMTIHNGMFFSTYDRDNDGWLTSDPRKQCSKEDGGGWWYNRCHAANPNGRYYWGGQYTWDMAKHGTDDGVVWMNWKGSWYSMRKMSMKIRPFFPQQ
ADAM17 inh – ADAM17 inhibitors, primary screen, biochemical, QFRET; Disintegrin and metalloproteinase domain-containing protein 17 (Homo sapiens), P78536; recombinant ADAM17, EDANS/DABCYL FRET peptide cleavage; inhibition, % at 6.95 µM; 370,000 tested, 0.83% active; AID 720648, 2013;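 active = inhibition above the mean of compounds lying between control limits plus 3 SD, set per campaign, cut at about 8.5% in these data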;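 also: 0% = DMSO-only wells as the low control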
ASAP1 GAP inh – inhibitors of human ASAP1 ArfGAP activity, primary screen, biochemical, fluorescence polarization | Arf-GAP with SH3 domain, ANK repeat and PH domain-containing protein 1 (Homo sapiens), … | ASAP1-stimulated ARF1 GTP hydrolysis, GDP FP detection | inhibition, % at 16.5 µM | 360,000 tested, 0.19% active | AID 624377, 2012; in the data active = inhibition above about 25%;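 also: 0% = vehicle with enzyme and substrate and 100% = no enzyme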
PLCg1 inh – PLC-gamma1 enzyme inhibitors, primary screen, biochemical, fluorescence, purified enzyme; 1-phosphatidylinositol 4,5-bisphosphate phosphodiesterase gamma-1 (Homo sapiens), P19174; fluorogenic substrate; 370,000 tested, 0.84% active; inhibition, % at 12.2 µM; AID 720700, 2013; in the data active = inhibition above about 9.5%
proKLK7 act – proKLK7 zymogen activators, primary screen, biochemical, fluorescence intensity. purified proKLK7, EDANS-DABCYL substrate fluorescence; 100% is mature enzyme control, 0% vehicle. activation, % at 7 µM. 370,000 tested, 0.9% active;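 active = activation above the mean of all tested compounds plus 3 SD, computed per campaign excluding outliers beyond control limits, cut at about 13% in these data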
Target sequence (P49862 whole entry, looked up): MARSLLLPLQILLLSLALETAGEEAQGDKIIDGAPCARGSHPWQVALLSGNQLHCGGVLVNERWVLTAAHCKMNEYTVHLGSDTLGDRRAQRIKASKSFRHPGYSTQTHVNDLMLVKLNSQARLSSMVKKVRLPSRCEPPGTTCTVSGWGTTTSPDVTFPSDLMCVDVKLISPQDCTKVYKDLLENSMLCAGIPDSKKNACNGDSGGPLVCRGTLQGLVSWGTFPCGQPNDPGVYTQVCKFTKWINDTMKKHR
MBD2 inh – inhibitors of MBD2 binding to methylated DNA, primary screen, biochemical, TR-FRET, DNA-binding domain, human. Methyl-CpG-binding domain protein 2 (Homo sapiens), Q9UBB5. MBD2 binding to methylated oligonucleotide. inhibition, % at 4.4 µM. 370,000 tested, 0.31% active. AID 686964, 2013; in the data active = inhibition above about 13%
PLC-beta3 inh – human PLC-beta3 inhibitors, primary screen, biochemical, fluorescence; 370,000 tested, 0.18% active; inhibition, % at 12.2 µM; Purified PLC-beta3, fluorogenic substrate; 1-phosphatidylinositol 4,5-bisphosphate phosphodiesterase beta-3 (Homo sapiens), Q01970; in the data active = inhibition above about 11%;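 also: 0% = median of compound wells on plate and 100% = full blocker control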
ARFGAP1 inhibitor – inhibitors of rat ARFGAP1 GAP activity, primary screen, biochemical, fluorescence polarization, GDP tracer; ADP-ribosylation factor GTPase-activating protein 1 (Rattus norvegicus), Q62848; 360,000 tested, 0.26% active; inhibition, % at 16.5 µM; Arfgap1-stimulated ARF1 GTP hydrolysis, GDP FP detection; AID 651572, 2012;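 active = inhibition above a per-plate limit, mean inhibition of low control wells plus 3 SD, cut at about 25% in these data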;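 also: 0% = DMSO wells with enzyme and 100% = wells lacking Arfgap1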
Target sequence (Q62848 1-136 limits assumed): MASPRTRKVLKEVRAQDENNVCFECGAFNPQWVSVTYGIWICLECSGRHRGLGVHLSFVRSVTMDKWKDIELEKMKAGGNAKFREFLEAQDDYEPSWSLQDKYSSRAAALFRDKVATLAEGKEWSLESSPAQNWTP
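Material: rat Arfgap1 GAP domain (His6, aa 1-136), purified enzyme. Also added: human ARF1(Δ1-17)-GTP substrate. Compound dosing: 16.5 µM single point, 1.26% DMSO. Timing: enzyme reaction 120 min at 25 °C after 20 min preincubation. Signal: GDP detection by fluorescence polarization. Read-out basis: percent inhibition of GAP-stimulated GDP formation, scaled between DMSO and no-Arfgap1 medians.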
DDE Tn7 FP inh – inhibitors of Tn7 peptide binding to fibrin DD(E), primary screen, biochemical, fluorescence polarization, human fibrin, Tn7 probe; AID 720508, 2013; FP displacement of FITC-Tn7 peptide from fibrin DD(E); 0% = median of compound wells per plate; 370,000 tested, 0.13% active; Fibrinogen beta chain (Homo sapiens), P02675; inhibition, % at 8.3 µM;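 active = inhibition above the mean of compounds falling within the control limits plus 3 SD of them, cut at about 14% in these data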;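 also: 0% = plate median of compound wells and 100% = 10 µM Aha-Tn7 peptide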
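assay system = human clot-derived fibrin DD(E) complex | quantity = Fibrin-DD(E) at 2 µM final | timing = 10 min preincubation, 3 h with tracer, room temperature | signal = fluorescence polarization | measure = percent inhibition | benchmarks = high control wells with 10 µM unlabelled Aha-Tn7 peptide (full inhibition) | replicates = singlicate testing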
UHRF1 binding – UHRF1 methylated DNA binding inhibitors, primary screen, counter-screen for MBD2 inhibitor project, biochemical, TR-FRET, human UHRF1, single concentration | E3 ubiquitin-protein ligase UHRF1 (Homo sapiens), Q96T88 | UHRF1 binding to methylated oligo | inhibition, % at 4.4 µM | AID 687016, 2013 | 370,000 tested, 0.75% active; in the data active = inhibition above about 21%;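 also: UHRF1 SRA domain binding a hemimethylated CpG hairpin DNA probe; 0% = median of test compound wells and 100% = reference inhibitor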
The depositor's hits bear a star; i = inactive; / = not tested or not shown. Only part of the results is shown; the hit share may differ from the screen's.

Molecule	PLCg1 inh	MBD2 inh	ARFGAP1 inhibitor	DDE Tn6 FP inh	PLC-beta3 inh	proKLK7 act	ASAP1 GAP inh	ADAM17 inh	UHRF1 binding	DDE Tn7 FP inh
COc1ccc(OCC#CCN2CCNCC2)cc1	6	-2	1	-4	-5	-0.8	-8	1	0	-2
O=C(NCCN1CCC2(CC1)C(=O)NCN2c1cccc(F)c1)c1ccc2ccccc2c1	6	0	-5	0	5	-0.2	11	6	4	-8
Clc1cccc(N2Cc3cc(N4CCOCC4)ccc3-n3nncc3C2)c1	-1	-4	8	-4	-4	0.6	-12	0	-1	-7
O=C(COc1ccccc1F)N1CCN(CCN2C(=O)c3cccc4cccc(c34)C2=O)CC1	-4	1	-2	-1	-8	0.4	11	-4	-4	1
Cc1ccc(Cn2ccccc2=N)cc1	7	-1	9	-4	-5	0.0	15	-5	2	-4
CC1=C(O)C(=O)C=C2C1=CC=C1C2(C)CCC2(C)C3CC(C)(C(=O)O)CCC3(C)CCC12C (configuration not stated)	-4	-2	3	0	-8	1.1	-16	-1	2	4
C#CCOc1ccc2c(c1)c(C(C)=O)c(C)n2Cc1ccccc1	-7	-4	15	-11	-16	-0.2	12	4	0	0
Fc1ccc2c(c1)nnn2C1CCN(Cc2ccccc2)CC1	6	-3	-5	1	-1	0.5	3	-1	-2	1

Entries of single compounds as entered above. Screens in order: PLCg1 inh, MBD2 inh, ARFGAP1 inhibitor, DDE Tn6 FP inh, PLC-beta3 inh, proKLK7 act, ASAP1 GAP inh, ADAM17 inh, UHRF1 binding, DDE Tn7 FP inh
COc1ccc(OCC#CCN2CCNCC2)cc1 in the list: 6, -2, 1, -4, -5, -0.8, -8, 1, 0, -2
O=C(NCCN1CCC2(CC1)C(=O)NCN2c1cccc(F)c1)c1ccc2ccccc2c1 in the list: 6, 0, -5, 0, 5, -0.2, 11, 6, 4, -8

(further entries)
Molecule	PLCg1 inh	MBD2 inh	ARFGAP1 inhibitor	DDE Tn6 FP inh	PLC-beta3 inh	proKLK7 act	ASAP1 GAP inh	ADAM17 inh	UHRF1 binding	DDE Tn7 FP inh
CCC1C2Cn3c(nc4ccccc43)C1N(C)O2 (configuration not stated)	0	4	4	3	1	0.1	-2	-4	4	3
NP(=O)(Oc1ccc(Cl)cc1)Oc1ccc(Cl)cc1	0	4	-1	2	-4	-0.3	5	-1	2	-1
Cc1ccc(C2=NCC(=O)N(CC(=O)N3CCCCC3)c3sc(C)c(C)c32)cc1	3	6	10	5	3	-0.1	0	0	-1	-7
CC(C)NC(=O)Cn1cc(C(=O)c2ccccc2F)c2ccccc21	2	-2	-2	1	-4	0.0	2	6	4	-6
CC(=O)N1N=C2C3CCN(CC3)C2C1c1ccccc1 (configuration not stated)	2	0	3	-2	1	-0.3	9	-6	-1	3
CN(C)C(=O)OCc1n(C)cc[n+]1C	-1	2	4	2	1	-0.1	1	-2	6	-3
C[C@]12CC[C@H]3[C@@H](CCC4=CC(=O)CC[C@@H]43)[C@@H]1CC[C@@H]2O	-4	3	0	-3	-4	-0.7	8	-4	1	7
CC(C)NC(C)Cc1ccc(I)cc1 (configuration not stated)	0	0	-1	8	1	-0.2	-5	-5	2	7
O=C1NCN(c2ccccc2)C12CCN(C(c1cccc3ccccc13)c1nnnn1C1CCCCC1)CC2 (configuration not stated)	12*	3	1	0	3	0.6	0	8	-1	-3
Cc1cc(Cl)nc(N)n1	13*	-4	6	1	7	0.2	15	4	3	-2
Cc1ccc(N2C(=O)NC(=O)C3(Cc4ccccc4N4CCN(c5ccccc5)CC43)C2=O)cc1 (configuration not stated)	-8	4	0	-6	-14	-0.4	2	-1	1	-4
Cc1nc2ccccc2n1C1CCN(Cc2nnnn2CCc2ccccc2)CC1	4	0	9	-3	6	-1.0	0	2	6	2
Cc1cc(C=C2C(=O)N(C)C(=S)N(C)C2=O)c(C)n1C1CCCC1	-8	-4	-6	-4	-24	-0.7	1	4	4	-6
CNc1cc(N2CCN(C)CC2)ccc1[N+](=O)[O-]	2	-11	0	4	3	-0.5	-7	1	5	-1
COc1ccc(NC(=O)N2CCC3(CC2)OCCO3)c(OC)c1	0	1	-4	-4	-1	-0.7	10	-4	1	-9
COC(=O)C1=C(c2ccc(OCc3ccccc3)cc2)C[C@@H]2CC[C@H]1N2C(=O)NCc1ccc(C(C)(C)C)cc1	2	-6	3	-4	1	0.1	-8	2	3	3
CSc1ccc(C(=O)C2CCCN(C)C2)cc1 (configuration not stated)	5	-6	14	-6	2	1.2	6	-2	0	2
CN1CCN(c2ccc(N)cc2)CC1	-10	10	-1	13	-8	-0.2	0	-3	13	13
CCN(CC)c1ccc(N=Cc2c(O)[nH]c(=O)[nH]c2=O)cc1	-4	-5	0	0	-20	-0.9	-4	2	11	6
Cc1ccc(OCCn2cccc2/C=C2/C(=O)NC(=O)N(Cc3ccco3)C2=O)cc1	0	12	-11	-1	-16	0.5	-2	-2	64*	3
COc1ccc(CNCCc2ccc(Cl)cc2Cl)cc1	0	4	5	-5	-6	-0.1	12	1	0	-7
CN(C)C(=O)Oc1ccc([N+](=O)[O-])cc1	-1	-2	1	-3	3	-0.2	-6	3	6	-2
CC(C)CCP(=O)(O)O	3	2	/	0	3	-0.2	/	-1	-4	-5
CC(N)Cc1c[nH]c2ccc(OCc3cccs3)cc12 (configuration not stated)	0	1	0	4	6	-1.3	2	-2	-2	-1
CCN(CC)CCN=Cc1c(O)n(CCC2=CCCCC2)c(=O)[nH]c1=O	0	4	0	-2	-2	-1.3	9	-7	3	-2
Clc1cccc(NC2=NCCS2)c1	2	5	-13	-1	1	-0.9	0	-5	-1	-1
CNCCc1ccc(O)c(O)c1	-2	6	4	13	-2	1.0	15	-7	6	10
Cc1nonc1-c1nc(-c2nonc2N)n[nH]1	-1	1	5	6	0	0.0	-8	-3	-1	0
OC(CN1CC=C(c2ccccc2)CC1)c1ccccc1 (configuration not stated)	-1	1	6	-3	-11	0.7	-15	-1	-1	1
C=CCN1CC[C@@]2(C)c3cc(O)ccc3CC1[C@@H]2C	0	3	9	9	1	0.2	-11	-6	1	6
COc1ccccc1CN1CCCC(C(=O)c2ccccc2OC)C1 (configuration not stated)	0	3	5	-10	-8	0.4	2	-5	0	-3
COc1ccc(NC(=O)CN2C3CCC2CC(O)(c2cccnc2)C3)cc1OC (configuration not stated)	-10	2	3	9	5	-0.1	10	-2	3	3
NC(=O)Cn1cc(C(=O)c2ccccc2)c2ccccc21	5	-5	-10	7	-3	-0.1	6	7	0	-2
COc1ccc(CC(=O)C2C(=O)N(C)c3ccccc32)cc1OC (configuration not stated)	-7	-3	-11	-2	-7	-0.6	-6	0	1	-5
C=CC12CN(C)C3C4COC(CC41)C1(C(=O)Nc4ccccc41)C32 (configuration not stated)	3	2	2	0	7	-0.2	-2	-4	1	-1
COC(=O)C1=COC(C)C2CN3CCc4c([nH]c5cc(OC)ccc45)C3CC12 (configuration not stated)	-487	-2	-6	-6	i	-6.2	10	-52	2	-4
O=C(NN=Cc1ccc(N(CCCl)CCCl)cc1)c1cc(=O)[nH]c(=O)[nH]1	7	-8	14	1	-2	-0.3	-5	6	-2	1
COc1ccc(OC(=O)N(C)C[C@@H]2OCc3cnnn3CCCC(=O)N([C@H](C)CO)C[C@@H]2C)cc1	2	-3	-2	0	-2	0.3	-4	-6	2	3
CCN1CCN(Cc2cc(Br)ccc2O)CC1	6	11	-6	-12	6	-0.2	-3	-3	8	2
CN1C(=O)C(C2c3ccccc3C(=O)N2Cc2ccccc2)C(=O)N(C)C1=O (configuration not stated)	4	1	-2	-3	8	0.2	1	3	-3	1
COC(=O)C1=C(c2ccc(C(C)=O)cc2)C[C@@H]2CC[C@H]1N2C(=O)NCc1ccc2c(c1)OCO2	0	-5	4	11	0	0.4	13	-4	1	5
O=C(/C=C/c1ccccc1)NC(=S)N1C[C@H]2C[C@H](C1)c1cccc(=O)n1C2	3	-5	-1	-6	4	-0.8	-5	-1	-1	2
CCOc1cc(/C=C2\C(=O)NC(=O)N(CCc3ccc(F)cc3)C2=O)ccc1O	-1	-5	2	3	-10	0.3	-8	0	-5	-2
CC(=O)Nc1cc(C(=O)N2CCC3(CC2)OCCO3)ccc1Sc1ccc(F)cc1	0	6	3	5	-6	-0.3	-11	-4	0	9
Cc1ccc(OCC(=O)N2CCN(Cc3ccc4c(c3)OCO4)CC2)cc1C	4	-3	-6	0	1	-0.7	2	-2	2	-5
Cc1ccc(C(O)(C(=O)OC(C)C)C(O)c2ccc(F)cc2)cc1 (configuration not stated)	4	-3	-11	-1	4	0.4	11	1	0	-3
COc1cc2c(cc1OC)-c1c(OC)c(OC)cc3c1C(C2)N(C)CC3 (configuration not stated)	-82	13	-7	-10	-107	-9.4	-3	-13	34*	2
Cn1c(O)c(C=NCCOc2ccc(Cl)cc2)c(=O)n(C)c1=O	3	0	6	9	3	0.2	0	-3	0	8
Cc1ccc(N(C)C(=O)Oc2cccc3ccc(C)nc23)cc1	1	0	3	-4	2	0.0	-10	0	1	1
O=C(Nc1ccc(Cl)cc1)OC1CN2CCC1CC2 (configuration not stated)	5	0	6	-6	0	0.7	4	1	3	-1
CCCCCOc1ccc(C)cc1CN(CCCl)CCCl	3	-5	6	9	6	0.2	6	-2	4	-4
Cc1ccc(-c2cc(C(F)F)n3ncc(C(=O)N4CCC5(CC4)OCCO5)c3n2)cc1	-120	5	-4	5	-175	-2.1	3	-14	15	-5
CSc1ncc(/C=C2/C(=O)NC(=O)N(C)C2=O)cn1	-19	-2	5	1	-22	0.1	6	-5	-6	-4
Cc1ccc(C(=O)N/C(=C\Cl)P(=O)(c2ccccc2)c2ccccc2)cc1	-1	0	15	2	4	0.1	7	-1	1	-8
COc1ccccc1N=Nc1c(O)[nH]c(=S)[nH]c1=O	-1	-19	-6	-1	-10	-0.2	-11	1	-20	4
